Source: PubChem BioAssay (Vanderbilt High Throughput Screening Facility)
Cav32 inh: inhibitors of human Cav3.2 T-type calcium channel | O95180 | Cav3.2-expressing cells, Fluo-4 calcium fluorescence FDSS; hits give low values | B-score at 10 µM | hit rate 4% among 100,000 | AID 449739;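 active = single-dose well whose peak fluorescence ratio is a statistical outlier from its plate by either plate-standardised score or position-corrected B-score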
Active calls of the source: *. These rows are one share of the data, so the mix of outcomes need not match the whole.

smiles | Cav32 inh
Cc1c(C#N)c(N)c(C(=O)c2ccccc2)n1Cc1ccccc1 | -1.51
Cc1cc(NC(=O)CSc2nnc(-c3cccnc3)n2C)no1 | 0.105
CCOC(=O)N1CCN(C(=O)c2oc3ccc(S(=O)(=O)N4CCOCC4)cc3c2C)CC1 | 0.855
O=C(CSCC(=O)N1CCCc2ccccc21)Nc1nc(-c2ccccc2)cs1 | -4.42
CCOc1ccc(-n2c(SCC(=O)NCc3ccco3)nnc2-c2c[nH]c3ccccc23)cc1 | -3.52
O=C(CSc1ncnc2c1oc1ccccc12)NCC1CCCO1 (stereo not given) | 0.804
O=C(CCCCn1c(=O)[nH]c2ccsc2c1=O)NCc1ccc2c(c1)OCO2 | 0.569
CCOc1ccccc1Nc1nnc(SCc2ccc(C(=O)OC)o2)s1 | -3.2
c1ccc(-n2c(-c3ccco3)nnc2-c2ccco2)cc1 | 0.73
CCn1c(SCC(=O)OCC(=O)N2c3ccccc3NC(=O)C2(C)C)nnc1-c1ccco1 | -0.334
Cc1cc(O)c(-c2n[nH]c3c2C(c2cccc(O)c2)N(Cc2cccnc2)C3=O)cc1Cl (stereo not given) | 1.33
O=C(CCc1ccccc1)Nc1ccc(N2CCOCC2)cc1 | -0.144
CC(C)(C)NS(=O)(=O)c1ccc(CCC(=O)N2CCOCC2)cc1 | 0.457
CCOC(=O)CSC1=C(C#N)C(C)C2=C(CCCC2=O)N1 (stereo not given) | 0.0258
CCCc1nc2sc3c(c2c(=O)n1NC(=O)CCC(=O)O)CCCC3 | 0.279
O/N=C/c1cn(-c2ccccc2)nc1-c1ccc2c(c1)OCCO2 | -0.16
CCCCC(=O)NCCc1ccc(OC)cc1 | 0.203
CCOC(=O)c1c(C)[nH]c(C(=O)COC(=O)CN2C(=O)C3CCCCC3C2=O)c1C (stereo not given) | -0.0212
Cc1nn(C)c(C)c1S(=O)(=O)N1CCC(C(=O)NCCC2=CCCCC2)CC1 | 0.472
CCOc1ccc(-c2csc(N)c2C(=O)OC)cc1 | -1.29
COc1ccc(-c2nn(-c3ccccc3)cc2/C=N/n2cnnc2)cc1OC | 1.97
Cc1cc(C(=O)NNC(=S)NC(=O)/C=C/c2ccccc2Cl)n[nH]1 | -3.16
Cc1c(S(=O)(=O)N2CCc3ccccc3C2)c(=O)n(C)c(=O)n1C | -0.174
COc1ccc2[nH]c3c(NCc4ccco4)ncnc3c2c1 | -0.0208
CCOC(=O)CS(=O)(=O)c1ccc(C(F)(F)F)cn1 | 0.979
COCCn1nnnc1C(CC(C)C)N1CCN(c2cccc(OC)c2)CC1 (stereo not given) | -0.237
Cc1cc(C(=O)NCC(=O)O)c(C)o1 | 0.444
O=C1Cc2ccccc2C(c2ccc(Br)cc2)N1 (stereo not given) | 0.0204
Cn1ncc2c(NCc3ccccc3)ncnc21 | 0.795
CCCCC(=O)Nc1ccc2oc(-c3ccncc3)nc2c1 | -0.00551
CC(C)c1ccc(NC(=O)C(c2ccccc2)N(C)C(=O)CCc2c[nH]c3ccccc23)cc1 (stereo not given) | -0.837
COc1ccc2c(c1)[nH]c1c(=O)n(CCN(C)C)cnc12 | 1.13
COCCn1c(-c2ccc(-c3ccccc3Cl)o2)nc2c1c(=O)[nH]c(=O)n2CC(C)C | -1.52
O=S(=O)(NC1CC1)c1ccc(S(=O)(=O)N2CCCC3(CCCCC3)C2)cc1 | -0.754
COc1ccc(CC(NC(=O)c2ccccc2)C(=O)NCC(=O)O)cc1 (stereo not given) | 0.362
CC(=O)Nc1ccc(C(=O)Nc2ccc(S(=O)(=O)N3CCCC3)cc2)cc1 | -0.027
O=[N+]([O-])c1cnccc1Nc1ccc(F)cc1 | -1.11
O=C(Nc1ccccc1-c1ccccc1)c1ccc(NC(=O)c2ccco2)cc1 | -5.52*
C=CCn1c(SCC(=O)c2cc(C)n(CCOC)c2C)nc2sc(C)c(C)c2c1=O | 0.927
CCOC(=O)C1C(=O)NC(N2CCN(Cc3ccccc3)CC2)=NC1c1ccccc1 (stereo not given) | 0.859
O=C(Nc1ncc2c(n1)-c1ccccc1CC2)c1ccc(Cl)cc1 | -1.59
CCOc1ccc(N2C(=O)C3CCCN3C2=O)cc1 (stereo not given) | -0.335
Cc1ccc2c(c1)cc(CN(Cc1cccs1)C(=O)c1ccco1)c1nnnn12 | -0.672
CCOc1ccc(CNn2nnnc2N)cc1 | 0.885
CCC(C)NC(=O)C1CCCN(S(=O)(=O)c2ccc(-n3cnnn3)cc2)C1 (stereo not given) | -0.991
CN(C)CCNc1oc(COc2ccc(-c3ccccc3)cc2)nc1C#N | -2.38
O=C1CCCN1c1ccc(S(=O)(=O)Oc2ccc(Cl)cc2)cc1[N+](=O)[O-] | -3.96
Cc1cc(C)c(NC(=O)CSc2nnc(-c3ccncc3)n2Cc2ccco2)c(C)c1 | 0.933
CC(C)OCCCN1CN(S(=O)(=O)c2ccccc2)c2nc3ccccc3nc21 | 0.384
CC1=CCC(COC(=O)Nc2ccccc2)CC1 (stereo not given) | -2.17

(list continues)
smiles | Cav32 inh
COC(=O)CCC(NC(=O)c1cc(-c2ccc3c(c2)OCCO3)oc1C)C(=O)OC (stereo not given) | -0.251
CCC(=O)N1c2ccc(S(=O)(=O)CCC(=O)NCc3ccc4c(c3)OCO4)cc2CC1C (stereo not given) | -0.409
CN(C(=O)c1cc2nc(-c3ccco3)cc(C(F)(F)F)n2n1)C1CCCCC1 | -0.0093
CC(C)(C)C(=O)OCC1OC(n2cnc(C(N)=O)n2)C(O)C1O (stereo not given) | -0.196
CCO[C@@H]1OC(C(N)=O)=C[C@H](c2ccc3c(c2)OCO3)[C@H]1CCCO | 0.334
O=C(O)CCc1ccc(-c2cccs2)n1CCC(=O)O | -0.0191
Nc1ccccc1Oc1ncc(C(F)(F)F)cc1Cl | 0.201
Cc1cccc(N2C(=O)SC(N(CC(=O)O)c3cccc(C)c3)C2=O)c1 (stereo not given) | -1.13
Cc1ccc(CNC(=O)c2ccc3c(=O)n(CCCN4CCCC4=O)c(=S)[nH]c3c2)cc1 | -0.247
COc1ccc(OCc2ccc(C(=O)N3CCOCC3)cc2)cc1 | 0.635
CCOc1ccc2nc(C(C)O)[nH]c2c1 (stereo not given) | 0.0402
CCOC(=O)Cc1c(C)nc2c(-c3cccc(Br)c3)c[nH]n2c1=O | -5.84*
O=C(CN1CCOCC1)Nc1ccccc1C(=O)O | 1.43
O=C(NCc1cccnc1)C1CCCN(S(=O)(=O)c2ccc(Br)cc2)C1 (stereo not given) | 0.0342
COc1cc2c(cc1OC)C(C(=O)Nc1cccc(C)n1)C(c1cccnc1)N(C)C2=O (stereo not given) | -0.558
CCC(C)(C)n1nnnc1C(c1cc(OC)c(OC)c(OC)c1)N1CCN(c2ccccc2)CC1 (stereo not given) | 0.295
Cc1cc(C)nc(NC2=NCC(=O)N2c2ccccc2)n1 | -0.0702
COc1cc(OC)cc(C2C(C#N)=C(N)Oc3n[nH]c(-c4cccnc4)c32)c1 (stereo not given) | 1.32
CCOc1ccc(C(=O)NC(Cc2ccccc2)C(=O)OC)cc1 (stereo not given) | -0.141
COC(=O)COn1c(-n2nc(C)cc2C)nc2ccccc2c1=O | -0.175
CCOC(=O)C1(CCSC)NC(c2ccco2)C2C(=O)N(CC)C(=O)C21 (stereo not given) | 0.0267
O=C(CC1NC2CCCCC2NC1=O)Nc1ccc2c(c1)OCO2 (stereo not given) | 0.775
COc1ccc(-c2c3c([nH]c(=S)c2C#N)CCC3)cc1 | -0.0703
c1coc(CNC2CCCCCCC2)c1 | 0.6
CCN(CC)C(=O)CSc1nnc(CNc2ccc(F)cc2)n1-c1ccccc1 | 0.0534
CS(=O)(=O)c1ccc2nc(NC(=O)C3CCCCC3)sc2c1 | 0.0268
CCCCn1c(CN2CCN(c3ccc(F)cc3)CC2)nc2c1c(=O)n(C)c(=O)n2C | -0.707
Cc1cccc(S(=O)(=O)NCC2CCCO2)c1 (stereo not given) | 0.168
NS(=O)(=O)c1cc2c(cc1Cl)NC(CSCc1ccccc1)=NS2(=O)=O | 0.228
c1ccc(C(c2nnnn2C2CCCC2)N2CCCCCC2)nc1 (stereo not given) | -0.343
CC(C)N1C(=S)SC2CS(=O)(=O)C=C21 (stereo not given) | 0.177
c1ccc2c(-c3nnc4n3CCCCC4)c[nH]c2c1 | 0.33
CCOc1ccccc1-c1nc(-c2ccc(C)nc2OC)no1 | -0.825
COc1ccc(-n2nnc3c(=O)n(CC(=O)N4CCC(Cc5ccccc5)CC4)cnc32)cc1 | -1.86
CC(=O)NCC(=O)NC(C(=O)Nc1ccc2c(c1)OCCO2)c1ccccc1 (stereo not given) | 0.114
O=c1c2ccccc2nc(-c2ccco2)n1Cc1ccccc1 | -0.202
COCCn1c(N)c(NCc2ccccc2)c(=O)n(CC(=O)Nc2cc(C)ccc2C)c1=O | -0.141
Cc1nn(C)c(C(=O)NNC(=S)Nc2ccc(Cl)cc2)c1[N+](=O)[O-] | -1.23
O=[N+]([O-])c1ccc(Sc2ccccc2Cl)nc1 | -2.08
NC(=O)[C@H]1CC2(CC(c3cccc(NC(=O)COc4ccc(Cl)cc4)c3)=NO2)CN1C(=O)Cc1ccc([N+](=O)[O-])cc1 (stereo not given in full) | -0.408
COc1ccccc1-c1cn[nH]c(=S)n1 | 0.11
COC(=O)C(C)n1cnc2c(cnn2-c2ccc(Cl)cc2)c1=O (stereo not given) | 0.698
Cc1cc(C(C)(C)C)cc(S(=O)(=O)Nc2cccc(C(=O)O)c2)c1C | -0.661
Cc1ccc(CN(C)C(=O)c2ccccc2Oc2ccccc2)o1 | -2.18
CC1(c2nnc(-c3cccc(Cl)c3)o2)CC(c2ccc(Cl)cc2)=NO1 (stereo not given) | -1.21
C/C(=N/NC(=O)CNc1ccc(C)cc1)c1ccc(Br)s1 | 0.0169
Cc1cccc(Oc2coc3cc(OC(=O)c4cc5ccccc5oc4=O)ccc3c2=O)c1 | -0.435
O=C1c2ccc(-c3nc4ccccc4o3)cc2C(=O)N1Cc1cccnc1 | 1.59
CCOc1ccc(NC(=O)c2ccccc2NC(=O)CN(C)CC(=O)Nc2ccc(C)cc2)cc1 | 1.04
COc1ccccc1-n1c(SCC(N)=O)nnc1-c1ccccc1 | 0.954

2 entries picked at random from the list so far:
smiles | Cav32 inh
NS(=O)(=O)c1cc2c(cc1Cl)NC(CSCc1ccccc1)=NS2(=O)=O | 0.228
c1ccc(C(c2nnnn2C2CCCC2)N2CCCCCC2)nc1 (stereo not given) | -0.343

(list continues)
smiles | Cav32 inh
COCCCN1C(=O)C(=O)/C(=C(/O)c2ccc(OC)cc2)C1c1ccc(O)c(OC)c1 (stereo not given) | 1.31
Oc1ccc(Cl)cc1-c1cc(-c2cccc(Br)c2)n[nH]1 | 0.0345
Cc1oc(C)c(C(=O)O)c1COc1ccc(C(=O)O)cc1 | 0.00438
O=S(=O)(Nc1ccc(S(=O)(=O)Nc2cccc3ccccc23)cc1)c1ccccc1 | -5.66
CC(C)[C@@H]1NC(=O)c2cc([N+](=O)[O-])cc(F)c2NCCC[C@@H](C(N)=O)NC(=O)[C@H](CO)NC1=O | 0.199
Cc1ccc([N+](=O)[O-])cc1NC(=O)CCCOc1ccccc1 | -1.87
CN1CCN(CCCNC(=O)C2CC(=O)N(C3CCCCC3)C2)CC1 (stereo not given) | 0.525
O=C(CSc1n[nH]c(-c2ccccc2)n1)c1ccccc1 | -0.119
Cc1ccc(-c2csc(NCCc3nc4cc(Cl)c(Cl)cc4n3CCCO)n2)cc1 | 0.47
Cc1ccc(CS(=O)(=O)Cc2ccc(C(=O)NCc3ccccn3)o2)cc1 | 0.384
COc1ccccc1CNc1cc(CSc2ccc(Cl)cc2)nc(C)n1 | -3.66
NC(=O)C1CCN(C2CC(=O)N(Cc3cccs3)C2=O)CC1 (stereo not given) | 1.55
Cn1c(=O)n(CC(=O)N2CCN(c3nnc(-c4ccccc4)c4ccccc34)CC2)c2ccccc21 | 1.38
Cc1ccc(-c2cc(C(=O)NCc3ccccn3)c3ccccc3n2)cc1C | -2.62
CCOC(=O)c1sc(C)c2c1NC(C)(c1cccs1)NC2=O (stereo not given) | -0.814
COc1ccccc1NS(=O)(=O)c1ccccc1C#N | 0.533
N#CC1=C(N)OC2=C(C(=O)CCC2)C1c1ccccc1 (stereo not given) | -0.924
COc1ccc(OC)c(CN2C(=O)CCC2(C)C(=O)NC2CCCCCC2)c1 (stereo not given) | 0.634
COC(=O)c1cccc(NC(=O)CSc2nnc(COc3cccc(C)c3)n2C)c1 | -1.8
CCn1c(=O)cc(SCC(=O)NCc2ccco2)c2ccccc21 | 0.895
COc1ccc(S(=O)(=O)Cc2ccc(C(=O)N3CCCC3)o2)cc1 | 0.25
COc1ccc(N=C2C(=Nc3ccc(OC)cc3)N(c3ccc(N(C)C)cc3)C(=S)N2c2ccc(OC)cc2)cc1 | -1.42
Clc1cccc(-c2cc3nc4c(c(N5CCN(c6cnccn6)CC5)n3n2)CCCC4)c1 | -0.0751
COc1cc(NS(=O)(=O)c2ccc(Br)cc2)c(OC)cc1NC(=O)c1ccco1 | -0.897

Given with each value named: part of the list above.
> N#CC1=C(N)OC2=C(C(=O)CCC2)C1c1ccccc1 (stereo not given)
  Cav32 inh: -0.924
> COc1ccc(OC)c(CN2C(=O)CCC2(C)C(=O)NC2CCCCCC2)c1 (stereo not given)
  Cav32 inh: 0.634
> COC(=O)c1cccc(NC(=O)CSc2nnc(COc3cccc(C)c3)n2C)c1
  Cav32 inh: -1.8
> CCn1c(=O)cc(SCC(=O)NCc2ccco2)c2ccccc21
  Cav32 inh: 0.895
